ERp5 inh: inhibitors of ERp5-driven insulin aggregation, primary screen, biochemical, turbidity, absorbance 650 nm, single point. 90 min. AID 651711, 2012. 350,000 compounds, 0.05% hits. inhibition, % at 9.99 µM. Protein disulfide-isomerase A6 (Homo sapiens), Q15084;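 active = mean replicate inhibition above about 25%, with every replicate also reaching it, limit read from the data, passing the limit was not always enough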
Target sequence (Q15084 whole entry, looked up): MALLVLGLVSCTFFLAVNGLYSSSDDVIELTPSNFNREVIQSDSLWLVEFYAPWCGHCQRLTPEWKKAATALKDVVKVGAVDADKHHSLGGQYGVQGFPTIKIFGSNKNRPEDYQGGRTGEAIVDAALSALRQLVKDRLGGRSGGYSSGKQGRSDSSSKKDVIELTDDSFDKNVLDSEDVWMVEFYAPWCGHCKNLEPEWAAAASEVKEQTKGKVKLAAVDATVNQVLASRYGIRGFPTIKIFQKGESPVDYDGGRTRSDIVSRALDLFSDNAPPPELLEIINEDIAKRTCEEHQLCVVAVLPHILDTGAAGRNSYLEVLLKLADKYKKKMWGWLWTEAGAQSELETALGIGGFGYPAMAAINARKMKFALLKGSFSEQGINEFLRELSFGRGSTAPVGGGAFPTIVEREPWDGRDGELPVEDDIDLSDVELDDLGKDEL
Cneo AK release: Cryptococcus neoformans cell lysis inducers, primary screen, AK release luminescence, single concentration; AID 651654, 2012; 360,000 compounds, 0.2% hits; lysis activity, % at 15 µM; C. neoformans lysis, adenylate kinase release luminescence, 4 h; normalised: neutral wells 0, clomiphene wells 100;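 active = mean lysis activity across replicates of at least 80%, whatever share of replicates individually reach that level; inactive = mean lysis activity below 80%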
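Test system: log-phase Cryptococcus neoformans yeast cells; Quantity: yeast cell density of 5 × 10^6 cells/mL; Buffer or medium: YPD; Doses: single compound concentration per well; Timing: 4 h at 37 °C static, read 1 h later; Measured by: AK luminescence; Read-out basis: lysis from increased AK signal; Control set: Clomiphene as positive control.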
esBAF inh: Bmi1 luciferase reporter increase in mESCs, primary screen, esBAF inhibitor project, mouse ES cells, Bmi1 luciferase knock-in, single point | 350,000 compounds, 2% hits | reporter increase, % at 12.5 µM | AID 602393, 2012 | 24 h; 100% = twice the neutral-well signal; in the data active = activation above about 40%;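 also: 0% = median of the plate's neutral control wells and 100% = double that signal; a rise in the Bmi1 reporter signal indicates esBAF inhibition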
C2C12 statin: suppressors of statin myotoxicity in C2C12 myotubes, primary screen, cell-based, single point, plate reader; C2C12 myotubes + simvastatin, ATP luminescence, 48 h; scaled: DMSO 0, geranylgeraniol control 100; rescue of ATP level, % at 7.49 µM; 330,000 compounds, 0.78% hits;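 active = mean ATP rescue above about 67%, or every replicate alone reaching that limit, limit read from the data, passing the limit was not always enough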;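 also: myotubes were challenged with 10 µM simvastatin during compound exposure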
miR-122 sensor: miR-122 Renilla sensor signal increase in Huh7, primary screen, miR-122 inhibitor project, cell-based, single point, plate reader; 340,000 compounds, 0.3% hits; activation (reporter increase), % at 12.5 µM; Huh7 miR-122 Renilla luciferase sensor, 48 h; neutral wells = 0, positive control = 100; AID 602342, 2012;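 active = mean replicate activation score at least 90 and every replicate individually at or above 90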;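 also: higher luciferase means less miR-122 activity so hits act as miR-122 inhibitors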
SIRT5 block: SIRT5 desuccinylase inhibitors, primary screen, biochemical, fluorescence imaging, single point, set 5; 330,000 compounds, 1.1% hits; NAD-dependent protein deacylase sirtuin-5, mitochondrial (Homo sapiens), Q9NXA8; inhibition, % at 15 µM; AID 652115, 2013; Purified SirT5, succinyl-peptide AMC, trypsin-coupled fluorescence; in the data active = inhibition above about 15%
Target sequence (Q9NXA8 whole entry, looked up): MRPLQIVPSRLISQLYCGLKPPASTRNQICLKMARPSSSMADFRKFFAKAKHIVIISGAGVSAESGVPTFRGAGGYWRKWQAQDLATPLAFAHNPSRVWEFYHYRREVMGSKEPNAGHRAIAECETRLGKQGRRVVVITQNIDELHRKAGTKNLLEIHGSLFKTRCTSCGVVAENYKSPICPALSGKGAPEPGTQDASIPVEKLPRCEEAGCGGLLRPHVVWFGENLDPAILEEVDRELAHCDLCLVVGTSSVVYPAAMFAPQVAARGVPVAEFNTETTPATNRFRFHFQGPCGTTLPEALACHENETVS
ARNT-TACC3 inh: disruptors of ARNT/TACC3 protein interaction, primary screen, biochemical, AlphaScreen, single concentration | Transforming acidic coiled-coil-containing protein 3 (Homo sapiens), Q9Y6A5 | AlphaScreen His-ARNT PAS-B/GST-TACC3 binding, luminescence; TACC3 fragment carries E629A point mutation | inhibition, % at 9.99 µM | 390,000 compounds, 0.66% hits | AID 623870, 2012;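 active = mean inhibition of replicates at least 50% and at least half of replicates each reaching 50%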;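 also: 0% = complete ARNT plus TACC3 wells and 100% = ARNT alone without TACC3; many hits fall short of the cut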
* = called active by the depositor; nt = no result given; [ ] = dose if it differs, or a comment.

item | Structure | C2C12 statin | ERp5 inh | SIRT5 block | ARNT-TACC3 inh | esBAF inh | miR-122 sensor | Cneo AK release
1 | CCOc1ccccc1NC(=O)CCCn1cc([N+](=O)[O-])cn1 | 5 | -6 | -2 | -11 | 0 | -4 | -2
2 | CCC(=O)Nc1nc2ccc(NC(=O)c3cc(OC)c(OC)c(OC)c3)cc2s1 | -27 | -3 | -2 | -1 | -2 | -5 | 0
3 | COc1ccc(CN2C(=O)CS/C2=N/N=C/c2cccs2)cc1 | nt | nt | -2 | 8 | nt | nt | 2
4 | CCC(SC1=NCCS1)C(=O)Nc1ccc(S(N)(=O)=O)cc1 (configuration not stated) | nt | 0 | 0 | -3 | nt | -4 | -4
5 | Nc1ncnc2c1ncn2[C@@H]1O[C@H](C(=O)Nc2ccc(C(=O)N3CCCCC3)cc2)[C@@H](O)[C@H]1O | 2 | 2 | -3 | nt | -5 | 3 | -3
6 | CCOC(=O)CN(C)C(=O)C1CCCN1C(=O)OC(C)(C)C (configuration not stated) | -4 | 5 | 0 | nt | 5 | nt | -3
7 | CC1=C(C(=O)N(C)C)CC(CC(=O)NCc2cccc3ccccc23)C(=O)N1CCC1=CCCCC1 (configuration not stated) | 1 | 6 | 1 | nt | -2 | 6 | -2
8 | CCN(CC)c1ccc(NC(=O)c2ccc(Br)o2)cc1 | -28 | nt | nt | 12 | 43* | -2 | -5
9 | Cc1ccccc1OCCn1cnc2cc([N+](=O)[O-])ccc2c1=O | nt | -6 | -3 | 1 | nt | 5 | nt
10 | C[C@H](CO)N1C[C@H](C)[C@H](CN(C)S(=O)(=O)c2ccc(Cl)cc2)Oc2ccc(NC(=O)Cc3cn(C)c4ccccc34)cc2C1=O | 30 | -5 | 2 | -26 | 4 | -1[16.7 µM] | -4
11 | O=C(NCC1CCCO1)c1cc(-c2ccncc2)nc2ccc(S(=O)(=O)N3CCOCC3)cc12 (configuration not stated) | -7 | nt | nt | -4 | -9 | 1 | 1
12 | CCOc1ccccc1OCCC(=O)N1CCN(S(=O)(=O)c2ccccc2[N+](=O)[O-])CC1 | -17 | 3 | -4 | 3 | -1 | -24 | 1
13 | COc1cc(OC)c(NC(=O)c2csc(C)c2)cc1Cl | nt | 7 | 3 | -2 | nt | 13 | -1
14 | CS(=O)(=O)Nc1cccc(NC(=O)C2Cc3c(-c4cccc(F)c4)ccnc3O2)c1 (configuration not stated) | -29 | 3 | 0 | nt | -22 | 10 | 0
15 | CCN(C(=O)CSc1nnc(-c2ccncc2)n1-c1ccccc1)C1CCS(=O)(=O)C1 (configuration not stated) | nt | 6 | 9 | 0 | nt | nt | nt

Marked active in esBAF inh, among the entries above:
no. | SMILES | ERp5 inh | SIRT5 block | ARNT-TACC3 inh | esBAF inh | miR-122 sensor
8 | CCN(CC)c1ccc(NC(=O)c2ccc(Br)o2)cc1 | nt | nt | 12 | 43* | -2

The list goes on:
item | Structure | C2C12 statin | ERp5 inh | SIRT5 block | ARNT-TACC3 inh | esBAF inh | miR-122 sensor | Cneo AK release
16 | O=C(OCC(=O)N(C1CCCCC1)C1CCCCC1)c1ccco1 | -1 | nt | nt | -10 | -6 | -20 | 1
17 | O=C(O)C1C2C=CC(O2)C1C(=O)NCc1ccc(Cl)cc1 (configuration not stated) | -5 | nt | nt | -8 | -2 | 1 | -3
18 | Cc1oc(-c2ccccc2Cl)nc1CS(=O)CC(=O)NCc1ccc2c(c1)OCO2 (configuration not stated) | 7 | 0 | 7 | 12 | -1 | nt | 1
19 | COC(=O)C1=C(C)N(Cc2ccco2)C(=O)N[C@@H]1c1ccc(Br)cc1 | 5 | 8 | 3 | 2 | -3 | nt | -1
20 | CCCCNC(=S)Nc1cc(S(=O)(=O)N2CCCCC2)ccc1C | nt | 18 | -8 | 1 | nt | 6 | 3
21 | Cc1ccc(C(=O)CCC(=O)OCC(=O)N(C)c2c(N)n(Cc3ccccc3)c(=O)[nH]c2=O)cc1 | 5 | 8 | 2 | 0 | 2 | -1 | -1
22 | O=C(CNc1ccc2ccccc2c1)N/N=C/C=C/c1cccc([N+](=O)[O-])c1 | nt | 5 | -1 | -7 | nt | nt | nt
23 | Cc1cccc(C)c1NC(=O)CN(C)C(=O)C1CC1C (configuration not stated) | -11 | -2 | -4 | 6 | 0 | -5 | 1
24 | CCOC(=O)N1CCN(C(=O)CN(C)S(=O)(=O)c2ccc(Cl)cc2)CC1 | 17 | 0 | nt | -5 | -2 | nt | 13
25 | COc1ccc(N2CCN(C(=O)CC(NC(N)=O)c3cccc(Oc4ccccc4)c3)CC2)cc1 (configuration not stated) | 15 | nt | nt | -3 | 3 | -7 | 0
26 | Cc1ccnc(NCc2cc(Cl)ccc2O)c1 | 2 | -3 | nt | nt | 34 | 5 | 0
27 | CC1=C(C(=O)N(C(C)C)C(C)C)CC(CC(=O)NC2CCCCC2)C(=O)N1Cc1ccccc1 (configuration not stated) | -3 | 4 | 2 | nt | -7 | 7 | 0
28 | O=C(C[C@H]1CC[C@H](NC(=O)Nc2cccc(F)c2)[C@H](CO)O1)NCC1CCCCC1 | -1 | -2 | -3 | 7 | 8 | nt | -3
29 | CO[C@@H]1CN(C)C(=O)c2cc(NC(=O)Nc3ccccc3)ccc2OC[C@@H](C)N(C(=O)Nc2c(C)noc2C)C[C@H]1C | -2 | -3 | -1 | 1 | 3 | nt | 1
30 | CCOC(=O)CSc1nnc2c(n1)C1(C)CCC2C1(C)C (configuration not stated) | 0 | nt | nt | -5 | -2 | -8 | 1

Complete entries, looked up by structure. Order of values: C2C12 statin | ERp5 inh | SIRT5 block | ARNT-TACC3 inh | esBAF inh | miR-122 sensor | Cneo AK release
O=C(CNc1ccc2ccccc2c1)N/N=C/C=C/c1cccc([N+](=O)[O-])c1 is listed with nt | 5 | -1 | -7 | nt | nt | nt
CCCCNC(=S)Nc1cc(S(=O)(=O)N2CCCCC2)ccc1C is listed with nt | 18 | -8 | 1 | nt | 6 | 3
O=C(OCC(=O)N(C1CCCCC1)C1CCCCC1)c1ccco1 is listed with -1 | nt | nt | -10 | -6 | -20 | 1
Cc1ccnc(NCc2cc(Cl)ccc2O)c1 is listed with 2 | -3 | nt | nt | 34 | 5 | 0
Cc1cccc(C)c1NC(=O)CN(C)C(=O)C1CC1C (configuration not stated) is listed with -11 | -2 | -4 | 6 | 0 | -5 | 1

The list continues:
item | Structure | C2C12 statin | ERp5 inh | SIRT5 block | ARNT-TACC3 inh | esBAF inh | miR-122 sensor | Cneo AK release
31 | Cc1cccc(C(=O)NCC(=O)NC2CCN(Cc3ccccc3)CC2)c1 | 4 | -2 | 1 | -3 | 3 | -2 | 0
32 | CCC(C)(C)c1ccc(OCCCC[n+]2ccccc2)c(C(C)(C)CC)c1 | nt | -7 | 2 | 2 | nt | nt | nt
33 | COc1ccc(NC(=O)c2cccnc2Sc2ccccc2)c(OC)c1 | nt | -2 | -2 | -2 | nt | nt | nt
34 | COc1ccccc1C(=O)Nc1nc(N)n(-c2ccccc2)n1 | -10 | nt | nt | -4 | 1 | 3 | 1
35 | C[C@@H]1CN([C@H](C)CO)C(=O)c2cc(NC(=O)Cn3cnnn3)ccc2O[C@@H]1CN(C)Cc1ccc2c(c1)OCO2 | -2 | -1 | 5 | -1 | -8 | -7[16.7 µM] | 8
36 | CCCNC(=O)c1cc(S(=O)(=O)N2CCC3(CC2)OCCO3)ccc1F | 1 | -12 | 3 | nt | 0 | nt | 3
37 | Cc1ccnc(NCc2cc(Cl)cc(Cl)c2O)c1 | 17 | 6 | -3 | nt | -3 | -19 | -1
38 | CCOc1cc(CNn2nnnc2N)cc(Cl)c1OCC(=O)NC(C)(C)C | -2 | nt | nt | -9 | -5 | 5 | 0
39 | COc1ccc(CCC(=O)Nc2nccs2)cc1OC | 5 | 2 | -4 | -5 | -4 | -4 | 0
40 | Cc1cc(C)c2sc(N(CCCN(C)C)C(=O)CN3C(=O)c4ccccc4C3=O)nc2c1 | 7 | 6 | -11 | 9 | -1 | -1 | 4
41 | COc1ccc(CCNCC(O)COc2ccc(Cl)cc2)cc1OC (configuration not stated) | -5 | -1 | -5 | 0 | -9 | -2 | -2
42 | Cc1cc(S(=O)(=O)NCc2cccnc2)ccc1-n1cnnn1 | -5 | 6 | 0 | -4 | 7 | 23 | 4
43 | COc1cccc(-c2nc(CS(=O)CC(=O)NC3CCCCC3)c(C)o2)c1 (configuration not stated) | 12 | 7 | 13 | 0 | 4 | nt | 0
44 | O=C(CC(F)(F)F)N1C[C@H]2[C@@H](c3ccccc31)[C@H](CO)N2C(=O)c1cccnc1 | -8 | 12 | -2 | 1 | 1 | -9[16.7 µM] | -1
45 | CCCN(C(=O)CCNC(=O)c1ccc(Cl)cc1)c1c(N)n(Cc2ccccc2)c(=O)[nH]c1=O | 2 | -10 | -5 | -14 | 2 | nt | 2
46 | Cc1ccc(CNC(=O)c2ccc(N3CCC4(CC3)CC(c3ccccc3)=NO4)c(NC(=O)c3ccc(Br)cc3)c2)cc1 | 6 | 3 | nt | 0 | -1 | nt | -1
47 | COc1cc2nc(N3CCN(C(=O)OCc4ccccc4)[C@H](C(=O)NC(C)(C)C)C3)nc(N)c2cc1OC | -37 | -1 | -14 | 12 | 2 | -3 | -1
48 | Cc1cc(C)cc(N(CCC#N)C(=O)COC(=O)CN2C(=O)NC(C)(C)C2=O)c1 | nt | -4 | -2 | 0 | nt | nt | nt
49 | Cc1cccc(CCN=C(N)NS(=O)(=O)c2ccccc2)c1 | 13 | -5 | 6 | -5 | -6 | 5 | 0
50 | Cc1cc(NC(=O)COC(=O)c2ccc(S(=O)(=O)C(F)F)cc2)n(-c2ccccc2)n1 | 3 | 3 | -2 | -3 | -2 | -4 | -1
51 | O=C(NCc1ccc2c(c1)OCO2)c1nn(-c2ccccc2)c(=O)c2ccccc12 | 4 | nt | nt | 7 | -1 | -4 | 4
52 | Cc1nnc(SCC(=O)NC2CCCCC2)n1N | -2 | -4 | nt | 19 | 4 | -8 | -1
53 | O=C(c1ccc(Cl)cc1)N1CCN(CCOc2ccccc2)CC1 | 5 | 5 | -2 | -11 | 4 | nt | -7
54 | Cc1cccc(CSCC(=O)N2CCN(S(=O)(=O)c3ccccc3C#N)CC2)c1 | -1 | 6 | nt | nt | 1 | -5 | 1
55 | O=C(NNC(=O)c1cc(-c2ccc(Cl)cc2Cl)nc2ccccc12)Nc1ccccc1 | 4 | nt | nt | 1 | 4 | 23 | -1
56 | C/C(CC(=O)Nc1ccc2c(c1)OCO2)=N\NC(=O)c1ccccc1N | nt | 0 | -4 | 5 | nt | -3 | -1
57 | Cc1coc2c(C)c3oc(=O)c(CCC(=O)N4C[C@H]5C[C@@H](C4)c4cccc(=O)n4C5)c(C)c3cc12 | 15 | 1 | -1 | nt | 10 | -4 | 9
58 | COc1ccc(NC(=O)Nc2ccc3c(c2)C(=O)N([C@H](C)CO)C[C@H](C)[C@H](CN(C)Cc2ccc(C(F)(F)F)cc2)O3)cc1 | -12 | 4 | 7 | 2 | 1 | -4[16.7 µM] | 18
59 | CN(C=C1C(=O)CC(C)(C)CC1=O)CCN1CCNCC1 | nt | nt | nt | -4 | nt | -3 | -6
60 | Cc1ccc2c(c1)C1CN(C)CCC1N2C(=S)Nc1ccc(Cl)cc1Cl (configuration not stated) | nt | -5 | 1 | 7 | nt | nt | nt

Screens: PubChem BioAssay, Broad Institute
